MazEF act – increases E. coli MazEF RNase cleavage of RNA; activation, % at 20 µM; actives 0.32% (n = 350,000); FAM/BHQ RNA-DNA oligo cleavage fluorescence, 5 h; AID 504720; P0AE70; in the data active means activation above about 50%
Target sequence (P0AE70 whole entry, looked up): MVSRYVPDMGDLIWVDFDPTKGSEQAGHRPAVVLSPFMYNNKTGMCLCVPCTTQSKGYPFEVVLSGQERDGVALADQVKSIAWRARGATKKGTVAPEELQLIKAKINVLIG
Mtb BioA inh – inhibitors of Mycobacterium tuberculosis BioA enzyme. purified M. tuberculosis BioA enzyme, plate reader. inhibition, % at 9.99 µM. actives 0.096% (n = 360,000); in the data active means inhibition above about 40%
Vc quorum ag – induces V. cholerae light production without autoinducers | V. cholerae BH1578 lux reporter, luminescence, 6 h | activation, % at 18.7 µM | actives 0.16% (n = 350,000) | AID 588436; in the data active means activation mostly above about 9.7%, no sharp cut-off; further: not every result past the cut was called active; inactives centre near 0; reference of the scale not given here
Mtb UGM inh – Mtb UDP-galactopyranose mutase inhibition; inhibition, % at 10 µM; actives 0.06% (n = 320,000); purified UGM, fluorescence polarization probe displacement; P9WIQ1; AID 504406; in the data active means inhibition above about 10%, passing the limit was not always enough
FBA Mtb inh – inhibitors of M. tuberculosis fructose-bisphosphate aldolase. P9WQA3. inhibition, % at 1 µM. AID 588726. actives 2.3% (n = 360,000). purified M. tuberculosis FBA, fluorescence read-out; in the data active means inhibition above about 27%;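 further: 0% = vehicle and 100% = reference inhibitor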
Target sequence (P9WQA3 whole entry, looked up): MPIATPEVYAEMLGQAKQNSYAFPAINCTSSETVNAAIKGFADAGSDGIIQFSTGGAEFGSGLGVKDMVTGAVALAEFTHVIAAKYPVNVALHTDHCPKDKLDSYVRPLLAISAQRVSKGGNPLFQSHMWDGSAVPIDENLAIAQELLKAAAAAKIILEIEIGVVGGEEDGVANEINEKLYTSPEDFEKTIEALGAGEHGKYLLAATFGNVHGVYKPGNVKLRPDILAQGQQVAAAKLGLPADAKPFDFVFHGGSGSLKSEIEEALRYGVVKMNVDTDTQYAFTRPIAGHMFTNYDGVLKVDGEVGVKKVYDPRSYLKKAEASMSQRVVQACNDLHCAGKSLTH
PriA SSB inh – K. pneumoniae PriA-SSBct interaction inhibition | inhibition, % at 33 µM | actives 0.6% (n = 430,000) | AID 1272365 | AlphaScreen SSBct-PriA binding, biotinylated peptide; in the data active means inhibition mostly above about 37%, no sharp cut-off; inactive means mostly below about 20%;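 further: plate controls were negative control peptide for no effect and reference peptide for full effect; strong numbers were not always called active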
Rv3671c protease – inhibitors of M. tuberculosis serine protease Rv3671c | inhibition, % at 5.96 µM | actives 0.048% (n = 320,000); in the data active means inhibition above about 38%;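 further: extracellular domain of Rv3671c used as enzyme; 0% = enzyme with DMSO and 100% = no enzyme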
Target sequence (P9WHR9 whole entry, looked up, the tested form may be a part): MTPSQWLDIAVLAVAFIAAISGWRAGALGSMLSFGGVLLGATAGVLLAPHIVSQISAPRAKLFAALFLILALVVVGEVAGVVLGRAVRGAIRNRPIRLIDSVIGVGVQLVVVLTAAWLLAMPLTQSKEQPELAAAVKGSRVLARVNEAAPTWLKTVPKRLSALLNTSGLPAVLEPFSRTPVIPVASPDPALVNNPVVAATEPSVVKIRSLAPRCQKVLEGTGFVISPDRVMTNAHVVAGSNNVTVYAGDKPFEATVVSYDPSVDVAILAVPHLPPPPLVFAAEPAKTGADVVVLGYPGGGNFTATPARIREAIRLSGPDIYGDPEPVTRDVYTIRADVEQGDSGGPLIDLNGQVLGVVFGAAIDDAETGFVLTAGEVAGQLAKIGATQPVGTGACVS
3CLpro inhibitor – SARS-CoV 3CLpro protease inhibition; actives 0.14% (n = 290,000); AID 1706; inhibition, % at 6 µM; recombinant SARS-CoV 3CLpro, quenched FRET peptide cleavage; in the data active means inhibition above about 12%
DUSP3 inh – DUSP3 (human) phosphatase inhibition. P51452. recombinant VHR phosphatase, pNPP absorbance. inhibition, % at 13.3 µM. actives 0.52% (n = 290,000); in the data active means inhibition above about 50%; further: some compounds called inactive have numbers as strong as hits
Target sequence (P51452 whole entry, looked up): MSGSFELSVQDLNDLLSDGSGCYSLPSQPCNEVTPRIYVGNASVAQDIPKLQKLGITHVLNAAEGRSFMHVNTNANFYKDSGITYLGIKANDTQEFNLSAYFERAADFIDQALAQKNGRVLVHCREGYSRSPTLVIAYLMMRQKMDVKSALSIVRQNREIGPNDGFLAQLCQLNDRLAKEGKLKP
GDH-TPI inh – counter-screen for M. tuberculosis FBA inhibitors: GDH-TPI coupled enzymes; GDH-TPI coupled enzyme counterscreen, NADH absorbance; inhibition, % at 4.8 µM; actives 1.2% (n = 360,000); in the data active means inhibition above about 30%;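 further: 0% = DMSO wells and 100% = wells lacking the enzyme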
The depositor's hits bear a star; i = inactive; nt = not tested or not shown; + = active, no number. This is a subset; rates above refer to the full screens.

SMILES | MazEF act | Mtb BioA inh | Vc quorum ag | Mtb UGM inh | FBA Mtb inh | PriA SSB inh | Rv3671c protease | 3CLpro inhibitor | DUSP3 inh | GDH-TPI inh
CCCN(CC(=O)Nc1ccccc1OC)C(=O)C1CCCC1 | -1.9 | -0.5 | i | 1.2 | 2.6 | -5.5 | 5.5 | nt | nt | 2.9
O=C(Nc1ccncc1)C1CC(=O)N(c2ccc(F)cc2)C1 (configuration not stated) | 0.9 | -3.1 | -0.9 | 1.0 | 3.5 | -7.9 | -8.2 | -0.5 | -2.3 | 8.2
CCn1c(CN2CCOCC2)nnc1SCC(=O)Nc1ccccc1Cl | 3.0 | 0.5 | i | -0.3 | -1.8 | -0.7 | -8.6 | 1.7 | 47.4 | 0.4
O=C(N/N=C\c1cccnc1)c1ccc(Cl)s1 | -1.0 | 7.1 | -6.7 | -1.6 | -0.6 | nt | nt | -1.5 | 14.2 | 8.9
CCOC(=O)C(C(=O)OCC)C(C)C#CCN1CCCCC1 (configuration not stated) | 4.1 | 0.7 | -1.4 | -3.3 | 0.3 | -23.8 | 2.7 | 1.8 | -5.1 | -13.0
CCN1C(=O)CC(C(=O)Nc2ccc(F)cc2)SC1=Nc1ccc2c(c1)OCO2 (configuration not stated) | 1.1 | 2.6 | i | 3.2 | 0.1 | -4.8 | -5.1 | -2.3 | 2.9 | 1.3
CN(C)/C=C1/C=C(c2ccccc2)OC1=O | -10.5 | -1.5 | -0.4 | 2.5 | 1.5 | 0.3 | -2.2 | -3.0 | 3.0 | 33.3*
CCOC(=O)/C(=C\C=C1/Sc2cc(OCC)c(OCC)cc2N1CC)C(C)=O | 272.0* | -45.5 | -1.0 | -14.4 | -6.2 | 13.5 | -27.5 | -2.2 | -4.1 | 0.4
O=C(c1ccc(Cl)cc1[N+](=O)[O-])N(Cc1ccccc1)Cc1ccccc1 | nt | nt | nt | 0.5 | nt | nt | -0.9 | 2.5 | 11.9 | nt
CC(Sc1ccccc1)C(=O)N/N=C/c1cccnc1 (configuration not stated) | 11.9 | 3.1 | i | 2.2 | -3.8 | nt | -6.3 | 5.9 | 38.3 | -0.6
CC(C)Cn1c(-c2csc3ccccc23)n[nH]c1=S | -0.5 | -0.8 | -25.0 | 0.0 | 5.1 | 1.3 | 8.4 | 5.6 | -0.7 | 4.0
CC1CCCC(NC(=O)c2ccc3c(SCC(=O)O)c4c(nc3c2)CCC4)C1C (configuration not stated) | -3.5 | -2.2 | -0.6 | 1.9 | 3.6 | -14.4 | 0.6 | -1.1 | 4.4 | 0.5
CCN(CC)S(=O)(=O)c1cc(NC(=O)NCCCl)ccc1C | 12.4 | nt | i | -1.2 | 5.9 | -2.0 | -12.6 | -0.8 | 1.5 | 4.2
COc1ccc(C(=O)CSc2nnc(COc3ccccc3)n2Cc2ccco2)cc1 | -11.3 | 8.1 | i | 0.7 | 2.2 | 6.5 | -4.4 | 5.2 | 0.8 | -1.9
Nc1nnc(SCC(=O)OCC(=O)Nc2ccc(Br)cc2F)s1 | -4.2 | nt | i | 1.1 | -0.2 | 13.7 | 1.5 | -1.3 | 11.1 | -3.9
O=C(C1=NN(c2ccccc2)C(=O)CC1)N1CCc2ccccc2C1 | 2.5 | -2.0 | -0.3 | -0.5 | -1.1 | 11.1 | -4.0 | -3.7 | 5.7 | -0.8
COC(=O)c1c(-c2ccc(S(C)(=O)=O)cc2)sc2ccc(OC)cc12 | 2.6 | 0.6 | i | -2.9 | 3.5 | -6.4 | -3.8 | nt | nt | 12.9
O=C1OCCN1C(=O)[C@H]1[C@H](c2ccc(F)cc2)C(c2ccc(F)cc2)=NN1c1ccc(Br)cc1 | -20.1 | -3.0 | i | 2.6 | 9.5 | -10.9 | -10.5 | -0.3 | 22.6 | 15.9
COC(=O)Nc1ccc(S(=O)(=O)N2CCC(C(=O)N(C)C3CCCCC3)CC2)cc1 | 3.6 | 0.7 | 0.5 | -0.3 | -0.9 | -10.7 | -2.8 | -4.9 | 9.3 | 1.2
N#CC1=C(N)Nc2nc3ccccc3n2C1c1ccc(F)cc1 (configuration not stated) | -0.4 | nt | -0.3 | -0.6 | 2.6 | -10.5 | -5.5 | -1.2 | 17.7 | 4.4

2 entries picked at random from the list so far, as already listed:
SMILES | MazEF act | Mtb BioA inh | Vc quorum ag | Mtb UGM inh | FBA Mtb inh | PriA SSB inh | Rv3671c protease | 3CLpro inhibitor | DUSP3 inh | GDH-TPI inh
CCOC(=O)C(C(=O)OCC)C(C)C#CCN1CCCCC1 (configuration not stated) | 4.1 | 0.7 | -1.4 | -3.3 | 0.3 | -23.8 | 2.7 | 1.8 | -5.1 | -13.0
O=C(c1ccc(Cl)cc1[N+](=O)[O-])N(Cc1ccccc1)Cc1ccccc1 | nt | nt | nt | 0.5 | nt | nt | -0.9 | 2.5 | 11.9 | nt

Ordered by formula weight (low to high): some entries from above.
SMILES | MazEF act | Mtb BioA inh | Vc quorum ag | Mtb UGM inh | FBA Mtb inh | PriA SSB inh | Rv3671c protease | 3CLpro inhibitor | DUSP3 inh | GDH-TPI inh
N#CC1=C(N)Nc2nc3ccccc3n2C1c1ccc(F)cc1 (configuration not stated) | -0.4 | nt | -0.3 | -0.6 | 2.6 | -10.5 | -5.5 | -1.2 | 17.7 | 4.4
O=C(c1ccc(Cl)cc1[N+](=O)[O-])N(Cc1ccccc1)Cc1ccccc1 | nt | nt | nt | 0.5 | nt | nt | -0.9 | 2.5 | 11.9 | nt
COC(=O)Nc1ccc(S(=O)(=O)N2CCC(C(=O)N(C)C3CCCCC3)CC2)cc1 | 3.6 | 0.7 | 0.5 | -0.3 | -0.9 | -10.7 | -2.8 | -4.9 | 9.3 | 1.2

The list continues.
SMILES | MazEF act | Mtb BioA inh | Vc quorum ag | Mtb UGM inh | FBA Mtb inh | PriA SSB inh | Rv3671c protease | 3CLpro inhibitor | DUSP3 inh | GDH-TPI inh
O=C(O)CNC(=O)c1ccc(Sc2ccccc2)c([N+](=O)[O-])c1 | 1.3 | nt | -0.4 | 4.8 | -1.3 | 5.6 | -8.9 | 2.0 | 20.4 | 6.2
COc1ccc(NC(=O)CN(C)C(=O)c2c(-c3ccccc3Cl)noc2C)cc1 | 0.7 | nt | -2.6 | -1.7 | -2.8 | -7.1 | 4.7 | nt | nt | -3.5
COc1cc(C(=O)NCCCN2CCCC2=O)cc(Br)c1OCc1ccccc1 | -0.3 | -0.9 | i | -0.1 | 6.2 | -5.1 | -7.5 | nt | nt | 7.0
COc1ccc(/C(C)=N/Nc2ccc(F)cc2F)c(O)c1 | 4.0 | 0.9 | -0.2 | -1.6 | -1.4 | nt | -10.1 | 1.3 | 9.1 | 1.2
O=C(CN(CC1CCCO1)C(=O)CNS(=O)(=O)c1ccc(F)cc1)NC1CCCC1 (configuration not stated) | -8.4 | -0.2 | -0.2 | -1.0 | 0.5 | -1.1 | -4.3 | -0.8 | -14.9 | 3.7
CC(C)(C)OC(=O)NCCNC(=O)c1cccs1 | 3.8 | -1.6 | -0.2 | -1.5 | -2.1 | -8.7 | -5.5 | 0.2 | -14.8 | -0.7
CCC(C)NC(=O)C1(C)CCC(=O)N1Cc1ccccc1OC (configuration not stated) | -2.8 | -2.7 | -0.7 | 2.8 | 0.3 | 1.3 | 1.8 | -0.8 | 6.4 | -3.4
O=c1[nH]c2cc3c(cc2cc1C(c1nnnn1C1CCCCC1)N1CCSCC1)OCCO3 (configuration not stated) | -21.9 | nt | -0.2 | -0.4 | 28.2* | -1.0 | 2.8 | 1.6 | 4.4 | 20.4
O=C1Nc2ccc(Cl)cc2C12Nc1ccccc1-c1nnc(SCc3ccccc3F)nc1O2 (configuration not stated) | 5.8 | -0.3 | -0.4 | 0.2 | -2.2 | 4.1 | 4.8 | -4.9 | -1.7 | 14.8
Cc1ccc(SCc2c(C(=O)N/N=C/c3ccco3)nnn2-c2nonc2N)cc1 | -5.2 | -1.1 | -0.3 | nt | -0.2 | nt | nt | nt | nt | 10.6
COc1ccc(OC)c(NC(=O)CSc2nncc(=O)n2N)c1 | 3.8 | 0.0 | i | 2.1 | 3.8 | -12.8 | 0.3 | 4.6 | 40.9 | 2.8
COc1cccc(N2CCN(C(=S)Nc3ccc(F)cc3)CC2)c1 | 3.3 | -1.9 | -0.8 | 1.1 | -2.5 | 17.0 | 1.0 | -1.2 | 27.9 | 1.9
Cc1ccccc1-n1ncc2c1CC(C)(C)CC2NC(=O)CCC(F)(F)F (configuration not stated) | -4.0 | 0.0 | 1.0 | 1.8 | 0.2 | -9.8 | 3.5 | -5.6 | 8.1 | -1.5
COc1cc(/C=N/NC(N)=O)c(Br)cc1OCC(=O)Nc1ccccc1C | -20.4 | -1.0 | i | -1.3 | 2.4 | nt | 0.7 | -0.5 | 18.6 | 4.4
O=C(N/N=C/c1ccco1)c1ccn[nH]1 | -3.7 | nt | -0.3 | 0.7 | 1.3 | nt | 0.6 | 2.0 | 8.5 | 17.8
CC(C)(C)OC(=O)N[C@@H](CC(=O)OCc1ccccc1)C(=O)O | 5.6 | nt | 0.5 | 4.1 | 5.3 | 1.7 | -16.6 | 2.9 | 28.7 | -3.5
CCCn1c(=O)c2[nH]c(-c3ccc(S(=O)(=O)O)cc3)nc2n(CCC)c1=O | 6.2 | -0.3 | -0.6 | 3.2 | + | -8.6 | 2.1 | nt | nt | 9.2
CC(=O)N(CCC(c1ccccc1)c1ccco1)Cc1cccs1 (configuration not stated) | 0.7 | 3.4 | 10.0 | -3.1 | 2.7 | 8.8 | -2.1 | -7.3 | -10.4 | -5.0
CCOC(=O)Cn1c(=NC(=O)c2sc3ccccc3c2Cl)sc2cc(S(N)(=O)=O)ccc21 | -12.7 | nt | -1.6 | 2.3 | 2.0 | -12.7 | -79.2 | 4.9 | 14.1 | 20.2
CSc1ccc(CN2CCC2(C)C(=O)NC2CCc3ccccc32)cc1 (configuration not stated) | nt | 0.7 | -1.1 | nt | -0.9 | nt | nt | nt | nt | 3.5
O=C(Nc1ccc(Oc2cccnc2)nc1)c1ccc(C(F)(F)F)cc1 | 8.7 | nt | i | -0.1 | -0.1 | -1.2 | 2.0 | 3.8 | -17.6 | 8.8
CNc1snc(C)c1C(=O)OC(C)C(=O)c1ccc(F)cc1 (configuration not stated) | -2.2 | 1.7 | i | 3.3 | 0.5 | -20.3 | 6.8 | nt | nt | 3.0
CCNc1nc(SCCOc2ccccc2)nc(N(C)C)n1 | -0.3 | -1.1 | -2.5 | -2.7 | 1.6 | -12.2 | -2.5 | 5.1 | 9.9 | 10.8
COc1ccc(CNc2cc(C)ccc2C)c(OC)c1OC | -4.1 | 0.8 | 1.4 | 2.6 | 2.2 | 11.4 | 4.6 | -4.7 | -0.9 | 4.6
COc1ccc(CCN=C(N)NS(=O)(=O)c2ccc(C)c(C)c2)cc1OC | 2.8 | -1.3 | -5.9 | -1.4 | -1.8 | -22.5 | -2.1 | 6.7 | 10.5 | 2.4
COc1ccc(S(=O)(=O)NCc2ccc3c(c2)cc(C)n3C)cc1 | -16.1 | 0.7 | -0.6 | 0.2 | -1.1 | 34.0 | -1.0 | -0.8 | 41.8 | -0.7
CC1CCCN(CCC(=O)Nc2ccc(F)c(F)c2)C1 (configuration not stated) | 3.1 | 1.7 | -0.6 | 0.8 | -3.4 | -12.5 | 2.3 | 3.3 | 13.4 | 2.2
COCCNCc1ccccc1 | 0.1 | -0.4 | -1.0 | -1.0 | 2.1 | -7.8 | 8.1 | 1.0 | -6.4 | 4.9
CCOCCC(=O)Nc1ccc2c(c1)c(=O)n(C)n2C/C=C/c1ccccc1 | nt | 0.8 | -0.4 | nt | 113.1* | nt | nt | nt | nt | 3.6
CCCNC(=O)NC(=O)COC(=O)/C=C/c1cc(Br)ccc1F | -5.4 | nt | -0.4 | 0.5 | 3.4 | 5.6 | 0.1 | 0.0 | -8.7 | 3.1
O=S(=O)(NCc1cccs1)c1ccccc1Cl | -0.2 | -1.2 | -3.5 | 3.2 | 0.1 | -20.8 | 1.1 | nt | nt | -8.6
O=C(Nc1ccc2c(c1)OCO2)c1noc2c1CCCCC2 | 1.9 | 0.0 | -0.2 | -0.7 | 0.4 | -9.8 | -0.7 | -0.3 | 10.5 | 10.7
Cc1ccc(O)c(N=Nc2nccs2)c1 | -2.9 | -3.8 | i | -0.1 | -4.6 | 18.1 | 11.7 | nt | nt | 12.6
